Screening data as filed in PubChem.
proCasp7 act – procaspase-7 activators, primary screen, counter-screen for procaspase-3 activator project, biochemical, absorbance, HTS, human; 0.093% of 330,000 active; AID 463210, 2010; recombinant procaspase-7, Ac-DEVD-pNA absorbance 405 nm; D23A/D198A/D206A triple mutant, cannot self-cleave; scale: DMSO 0, 5 µM enzyme 100; Caspase-7 (Homo sapiens), P55210; activation, % at 8.5 µM;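 active means percent activation above the screen-wide mean plus 3 SD, cut at about 25% in these data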
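Assay system – Uncleavable procaspase-7 mutant enzyme · Quantity – 2 µM procaspase-7 mutant as dispensed · Times – 1 h preincubation, 2 h reaction · Dosing – single nominal 8.5 µM compound dose, 0.8% DMSO final · Buffer or medium – Zinc-free 50 mM HEPES buffer, pH 7.4, with NaCl and Triton X-100 · Detection – Epi-absorbance of released pNA at 405 nm, two timepoints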
RPL19A TOR yeast – RPL19A-GFP expression modulators in yeast, primary screen, cell-based, S. cerevisiae, multiplex flow cytometry, MLPCN. S. cerevisiae RPL19A-GFP strain, 3 h; stronger effect = lower value. percent response vs DMSO, % at 10 µM. 0.3% of 330,000 active;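 active means percent response vs DMSO below 50%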;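 further: median channel GFP fluorescence of the barcoded RPL19A-GFP strain; ratio of sample median GFP to plate DMSO average so 100% = DMSO; lower means less RPL19A-GFP as with rapamycin TOR inhibition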
AHR activator – AHR activators, primary screen, cell-based, luminescence, luciferase reporter, human; 2.5% of 320,000 active; AHR-responsive luciferase reporter cells; activation, % at 5 µM; Aryl hydrocarbon receptor (Homo sapiens), P35869; in the data active means activation above about 47%;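 further: 0% = vehicle wells and 100% = reference agonist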
LAP4-GFP MLPCN – modulators of LAP4-GFP expression in yeast, primary screen, S. cerevisiae, multiplex flow cytometry, MLPCN library; 3 h; median GFP as percent of DMSO wells; GFP response vs DMSO, % at 10 µM; 0.34% of 320,000 active; AID 2023, 2009;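 active means GFP response vs DMSO above a set limit, about the screen mean plus 3 SD, cut at about 150% in these data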
EBNA-1 inh – EBNA-1 DNA-binding inhibitors, primary screen, biochemical, fluorescence polarization. inhibition, % at 14.8 µM. 0.34% of 300,000 active. AID 1950, 2009; in the data active means inhibition above about 28%
ZTA counter – blocks Epstein-Barr virus ZTA, an EBNA-1 counter-screen; P03206; ZTA-DNA binding, fluorescence polarization; inhibition, % at 11 µM; 0.15% of 320,000 active; AID 2234; in the data active means inhibition above about 33%
proCasp3 act – activators of human procaspase-3 D3A mutant, primary screen, biochemical, absorbance, PC-3 D3A mutant, single concentration; Caspase-3 (Homo sapiens), P42574; recombinant procaspase-3 D3A, Ac-DEVD-pNA absorbance 405 nm; 0.11% of 330,000 active; AID 463141, 2010; activation, % at 8.5 µM;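 active means activation above the mean of all tested compounds plus 3 SD, cut at about 21% in these data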;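 further: 0% = DMSO alone and 100% = DMSO wells spiked with extra 5 µM PC-3 D3A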
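Assay system – Procaspase-3 D3A mutant · Benchmarks – DMSO low control, extra-enzyme high control · Technique – 405 nm absorbance of p-nitroaniline, reads at 0 and 120 min · Doses – 8.5 µM nominal · Measure – % activation between DMSO and enzyme-spiked controls · Also added – Ac-DEVD-pNA chromogenic peptide substrate · Schedule – 1 h compound preincubation, 2 h substrate hydrolysis at 25 °C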
MEP2-GFP yeast – modulators of MEP2-GFP levels in yeast, primary screen, S. cerevisiae, multiplex flow cytometry, MLPCN library; 0.51% of 330,000 active; AID 2016, 2009; GFP response vs DMSO, % at 10 µM; S. cerevisiae MEP2-GFP strain, 3 h; 100% = DMSO control level;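 active means GFP response versus DMSO above a set limit, roughly screen mean plus 3 SD, cut at about 180% in these data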;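 further: median GFP fluorescence of the barcode-gated MEP2-GFP cells per well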
An asterisk follows results filed as active; . = not tested or not shown; [ ] = another dose, or the depositor's remark. Compounds as they come, and some 3.8% of all compounds hit somewhere here.

No.	smiles	proCasp7 act	RPL19A TOR yeast	AHR activator	LAP4-GFP MLPCN	EBNA-1 inh	ZTA counter	proCasp3 act	MEP2-GFP yeast
1	COc1ccc(-c2n[nH]c(=S)n2C2CCCCC2)cc1	-14.4	96.4	-1.9	95.8	-6.1	-17.0	-6.0	101.7
2	Cc1ccccc1NC1=C(Cl)C(=O)OC1OC(=O)c1ccccc1C (stereo unspecified)	6.3	98.6	-0.9	110.6	7.8	0.2	3.9	100.7
3	O=C(O)c1ccc(Sc2nnc(-c3cccc(Br)c3)o2)c([N+](=O)[O-])c1	3.7	97.2	-0.2	103.1	13.2	3.0	6.5	96.6
4	O=C1c2ccccc2CCCC12N=NCC2c1cccc2ccccc12 (stereo unspecified)	-2.8	97.4	1.9	105.4	5.5	17.2	6.8	98.5
5	O=C(NCc1cccnc1)/C(=C/c1ccco1)NC(=O)c1ccccc1	-5.0	95.4	7.0	96.1	3.0	9.3	-2.4	98.2
6	Cc1noc(C)c1C(=O)Nc1ccccc1-c1ccccc1	5.0	98.0	-1.2	101.4	-0.1	-3.9	-10.5	103.3
7	O=C(Nc1ccc2ccccc2c1)N1CCN(c2ncccc2C(F)(F)F)CC1	-9.9	98.2	32.5	127.0	2.0	7.2	-2.6	106.6
8	CCOc1ccccc1NC(=O)C1CCCN(S(C)(=O)=O)C1 (stereo unspecified)	-3.0	94.4	1.6	83.3	-5.7	4.8	9.0	101.9
9	CCC1Oc2ccc(C)cc2N(CC(=O)NCc2ccccc2OC)C1=O (stereo unspecified)	-0.4	99.9	3.9	100.6	13.2	17.1	-1.6	108.0
10	COC(=O)c1cc2c(ccn2-c2ccc(F)cc2)n1C(C)C	3.2	99.9	13.7	99.8	-0.4	0.4	-5.4	102.9
11	Cc1cc(C)c(S(=O)(=O)c2ccc(C(C)(C)C)cc2)c(Cl)n1	4.8	105.5	3.6	111.5	-3.5	-5.1	2.4	104.0
12	CC1CCCCN1CCCNC(=O)c1c(O)nc2ccccn2c1=O (stereo unspecified)	-0.7	100.3	5.0	84.0	1.1	12.3	0.4	96.0
13	COc1cc(OC)c(/C=N/NC(=O)c2ccc(Cn3nc([N+](=O)[O-])cc3C)cc2)c(OC)c1	1.8	92.4	-1.2	104.8	13.9	5.8	-5.5	97.7
14	O=C(NNC(=O)C1CCCC1)c1cc([N+](=O)[O-])cc([N+](=O)[O-])c1	-1.6	99.9	-0.3	105.7	.	15.1	-0.6	99.7
15	C=CCc1c(C)nc2c(OC)cccc2c1Cl	6.3	93.4	5.6	94.9	3.4	15.3	-1.8	95.4
16	Cc1ccc(-n2cc(CNCC3CC(=O)N(C4CC4)C3)c(-c3cccc(C)c3)n2)cc1 (stereo unspecified)	5.1	98.0	-4.6	106.2	12.3	-9.5	-2.2	98.0
17	O=C(NCCc1ccc(Cl)cc1Cl)C1=CC=CN2CCS(=O)(=O)N=C12	-5.1	89.9	-0.1	92.8	.	-0.9	-0.1	89.5
18	Cc1cccc2cc3c(NC(=O)C(C)(C)C)nn(CC(C)C)c3nc12	35.3*	96.8	12.9	99.9	-5.8	-3.8	36.3*	96.3
19	Cc1occc1C(=O)N/N=C/C(Br)=C\c1ccccc1	2.8	108.1	-1.7	135.3	-5.5	-0.9	-7.7	107.2
20	COc1cc(C2NC(=O)NC(C)=C2C(=O)OCC2CCCO2)ccc1O (stereo unspecified)	11.3	97.1	1.4	90.7	6.6	-11.3	2.6	102.3
21	COc1ccc(N/N=C(/Oc2ccc([N+](=O)[O-])cc2)C(C)=O)cc1	-6.0	99.4	-1.3	108.4	0.7	7.0	-4.4	100.5
22	CC1=[N+](C)N(c2ccccc2)C(=O)C1N=Cc1ccccc1Cl (stereo unspecified)	-0.6	105.4	1.4	85.0	2.4	19.9	-1.9	103.8
23	CC(=O)Nc1nc(CC(C)C)cc(-c2ccco2)c1C#N	11.9	109.1	4.0	113.9	0.1	-10.7	-1.8	108.6
24	COc1ccc(S(=O)(=O)N(CCc2ccccc2)CC(=O)N2CCOCC2)cc1	3.2	96.8	-3.8	100.6	14.9	4.3	-0.1	102.7
25	COc1cc(OC)cc(C(=O)N[C@H](C(=O)OCC(=O)c2ccc(F)cc2)C(C)C)c1	-2.2	101.2	1.5	90.7	-3.5	-4.9	-2.4	102.8
26	Cc1ccccc1C(=O)Nc1ccnn1C1CCN(Cc2ccccn2)CC1	4.4	103.8	-0.2	83.1	-1.3	10.3	-9.3	93.7
27	Cn1c(=O)c2cc3ccc(Cl)cc3nc2n(C)c1=O	2.6	98.4	12.2	116.9	-0.8	4.5	3.2	101.1
28	O=C(c1cccc(Cl)c1)C1CCCN(Cc2ccc(N3CCNC3=O)cc2)C1 (stereo unspecified)	3.0	93.3	3.3	94.2	-8.6	9.9	-3.6	94.6
29	Cc1ccc(-n2nc(C)c3c2OC(N)=C(C#N)C3c2ccco2)cc1 (stereo unspecified)	-1.8	98.7	63.0*	91.4	-13.8	-12.1	-5.5	103.5
30	O=C(c1cccc(N2C(=O)C3CC=CCC3C2=O)c1)N1CCN(c2ccccc2)CC1 (stereo unspecified)	9.3	98.3	-1.1	99.1	5.7	-3.6	-3.2	98.4

3 compounds drawn at random from the list so far, as already listed:
No.	smiles	proCasp7 act	RPL19A TOR yeast	AHR activator	LAP4-GFP MLPCN	EBNA-1 inh	ZTA counter	proCasp3 act	MEP2-GFP yeast
9	CCC1Oc2ccc(C)cc2N(CC(=O)NCc2ccccc2OC)C1=O (stereo unspecified)	-0.4	99.9	3.9	100.6	13.2	17.1	-1.6	108.0
1	COc1ccc(-c2n[nH]c(=S)n2C2CCCCC2)cc1	-14.4	96.4	-1.9	95.8	-6.1	-17.0	-6.0	101.7
14	O=C(NNC(=O)C1CCCC1)c1cc([N+](=O)[O-])cc([N+](=O)[O-])c1	-1.6	99.9	-0.3	105.7	.	15.1	-0.6	99.7

(list continues)
No.	smiles	proCasp7 act	RPL19A TOR yeast	AHR activator	LAP4-GFP MLPCN	EBNA-1 inh	ZTA counter	proCasp3 act	MEP2-GFP yeast
31	CCCCNC(=O)Oc1c(Br)cc2sc(=O)oc2c1Br	-23.9	91.8	0.3	119.8	-1.6	26.0	-35.5	107.6
32	CCOC(=O)c1c(C)n(C)c2ccc(OC)c(NC(=O)CCN3CCSCC3)c12	13.2	102.5	64.7*	102.0	4.1	-14.8	9.4	101.9
33	CC(C)Nc1c([N+](=O)[O-])c(=O)oc2ccccc12	9.4	101.5	0.6	89.7	-0.6	9.4	-10.2	103.8
34	CC(C)(C)C1CCc2c(C(=O)N/N=C/c3cccs3)csc2C1 (stereo unspecified)	-8.6	98.9	5.0	110.6	-13.9	-9.2	-6.8	100.6
35	CCOC(=O)N1CCN(c2ccc([N+](=O)[O-])cc2)CC1	-2.9	98.2	-8.0	97.8	19.3	-5.0	-8.3	99.7
36	CN(C(=O)COc1ccc(C(C)(C)C)cc1)C1CCS(=O)(=O)C1 (stereo unspecified)	-1.0	104.8	2.3	109.3	7.9	-17.1	-4.0	116.1
37	N#Cc1c(Cl)c(Cl)c2nnc(-c3ccc(Br)cc3)n2c1Cl	-1.2	90.6	55.5*	190.6*	7.9	-17.5	-2.1	94.2
38	COc1cccc(C(=O)N2c3ccccc3Sc3ccccc32)c1	0.1	108.5	-1.4	108.2	-4.5	-6.3	5.3	109.4
39	CCCC[C@@H](CNC)NC[C@H](Cc1ccc(O)cc1)NCCc1ccc(OCC)cc1	-8.3	95.5	-3.6	123.4	5.3	-1.3	1.6	90.5
40	Cc1cccc(C)c1OCC(O)CNC(C)(C)C (stereo unspecified)	0.9	68.8[may fluoresce violet]	-0.3	91.7[may fluoresce violet]	0.3	-6.1	-2.6	126.0[may fluoresce violet]
41	Cc1cc(N2CCCC2=O)cc(C)c1S(=O)(=O)NCCOc1ccccc1	14.6	103.5	11.8	96.8	-7.1	-11.4	2.3	107.3
42	CCN(Cc1ccccc1)C(=O)COC(=O)c1cnc(C)cn1	16.2	92.4	-0.4	85.4	-9.6	0.1	10.4	86.4
43	CCCCCNC(=O)c1cc(S(=O)(=O)N2CCCC2)ccc1F	-0.2	101.8	1.6	100.4	8.7	9.7	-5.4	103.4
44	COc1ccc(CCNC(=O)c2cc(-c3ccccc3)c(N3CCOCC3)s2)c(OC)c1OC	-4.8	100.8	3.1	109.0	-3.9	3.3	0.3	99.1
45	Cc1nc(Sc2ccccc2)c(C#N)cc1-c1ccccc1	-12.1	86.3	3.0	94.2	-5.9	-22.1	-3.4	95.3
46	Cc1c(Br)cnn1C(C)C(=O)N1CCN(c2ccc(F)cc2)CC1 (stereo unspecified)	4.8	96.4	0.0	103.2	.	-4.8	-3.0	94.9
47	COc1ccc(-c2ccc(OC)cc2)cc1	11.2	100.7	2.7	104.7	4.3	-2.0	-4.0	104.8
48	Cn1c(SCc2cc([N+](=O)[O-])cc3c2OCOC3)nnc1-c1ccccn1	7.0	106.9	2.2	98.6	-5.5	0.6	6.7	114.6
49	Cc1cnc(NC(=O)CSc2nnc(Cc3ccccc3)n2C)s1	3.2	97.7	3.4	98.6	0.5	6.7	-6.3	101.7
50	COc1ccccc1C(=O)COC(=O)Cn1[nH]c(=O)c2ccccc2c1=O	1.8	103.2	0.9	109.9	-1.2	-1.2	4.6	110.1
51	COCc1ccc(CN2CCC(C(=O)Nc3cccc(-c4cscn4)c3)CC2)o1	5.4	99.6	21.9	90.0	-3.8	-4.7	9.7	94.0
52	COC(=O)Nc1sc(C(=O)N(C)C)c(C)c1C(=O)OC	9.1	65.4	3.5	88.1	-6.1	-5.2	3.4	172.8
53	Cc1cccnc1NC1CCCCC1	3.5	96.6	0.3	91.3	3.6	1.9	3.0	96.4

Down the list, from the results shown.
proCasp7 act for entries 34 to 39 → -8.6, -2.9, -1.0, -1.2, 0.1, -8.3
ZTA counter for entries 34 to 39 → -9.2, -5.0, -17.1, -17.5, -6.3, -1.3
proCasp3 act for entries 34 to 39 → -6.8, -8.3, -4.0, -2.1, 5.3, 1.6
